PI4K2A inh = PI4K2A (human) kinase inhibition | hit rate 0.13% among 420,000 | purified PI4K2A, ADP-Glo luminescence, 1 h; active compounds read low | AID 1346378 | activity change, negative = inhibition, % at 76.9 µM; in the data active = activity change below about -50%; inconclusive = mostly about -30% to -49%;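 note: -100% = wells without enzyme as full effect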
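ADP-Glo luminescence measured ADP generated by PI4K2A enzyme (4 ug/mL before mixing) with 1.2 mM PI substrate (pre-mix) and 300 microM ATP (pre-mix). Tris pH7.5 buffer with MgCl2, Triton X-100; 1 h reaction at ambient temperature.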
RXFP1 agonist = RXFP1 (human) receptor agonism | Q9HBX9 | HEK293T-RXFP1 cAMP TR-FRET, 30 min; response scale: percent of porcine relaxin response, buffer zero | Potency, µM (top dose mostly 57.5 µM), for inactives: at the top dose activation, usual class: activators | hit rate 0.3% among 370,000 | AID 2676; note: potency is the fitted concentration of half-maximal effect; % is set by controls: 0 for no effect and ±100 for the full control effect; nearly all actives have a fitted effect of over 60% in size; many of its hits are not listed in these tables
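HEK293 cells stably expressing RXFP1, treated 30 min at 37C with compounds plus PDE4 inhibitor Ro 20174; cAMP measured by HTRF TR-FRET. Normalized to buffer and 29 nM porcine relaxin; EC50 by Hill fit.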
IDH1 R132H inh = inhibitors of human mutant IDH1 R132H. O75874. IDH1-R132H enzyme, NADPH consumption, diaphorase/resazurin fluorescence. hit rate 0.093% among 390,000. Potency, µM (doses to about 76.6 µM), inactives show top-dose activity change, negative = inhibition, actives largely listed as inhibitors. AID 602179; note: potency is the fitted concentration of half-maximal effect; % is set by controls: 0 for no effect and ±100 for the full control effect; nearly all actives have a fitted effect of over 65% in size
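IDH1-R132H (0.5 ug/mL dispensed) in pH 7.5 Tris buffer was preincubated 30 min with compound, then given a substrate mix of 0.016 mM NADPH and 2 mM alpha-KG for 80 min at room temperature; remaining NADPH was read by diaphorase/resazurin fluorescence.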
Vif-A3G inh = blocks the Vif interaction with human APOBEC3G; Q9HC16; HeLa A3G-eYFP + Vif (tagged APOBEC3G with the HIV-1 protein that degrades it), YFP fluorescence, overnight; Potency, µM (titrated, usually from 46.1 µM), without a hit: at the highest dose activity, negative = active, hits mostly inhibitors; hit rate 0.076% among 410,000; AID 602310;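 note: potency is the fitted concentration of half-maximal effect; % is set by controls: 0 for no effect and ±100 for the full control effect; nearly all actives have a fitted effect of over 60% in size; hits raise eYFP signal because A3G escapes Vif-driven loss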
Target sequence (Q9HC16 whole entry, looked up): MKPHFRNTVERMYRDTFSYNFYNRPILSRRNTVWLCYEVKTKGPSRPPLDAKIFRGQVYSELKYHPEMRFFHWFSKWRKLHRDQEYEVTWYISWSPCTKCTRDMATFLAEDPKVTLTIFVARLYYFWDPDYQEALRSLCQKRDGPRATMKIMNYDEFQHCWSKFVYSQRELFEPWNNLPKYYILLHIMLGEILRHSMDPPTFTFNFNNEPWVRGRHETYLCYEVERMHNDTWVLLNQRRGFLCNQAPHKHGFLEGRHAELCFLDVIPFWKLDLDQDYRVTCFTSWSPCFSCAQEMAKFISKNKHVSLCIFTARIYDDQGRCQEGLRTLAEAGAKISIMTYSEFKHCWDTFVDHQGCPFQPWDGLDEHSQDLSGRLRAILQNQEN
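HeLa cells stably expressing Vif and C-terminally eYFP-tagged A3G, seeded overnight at 37 deg C, then exposed to compound by pintool overnight at 37 deg C. Rise in yellow fluorescence (Ex 488/Em 500-530, Acumen) marks blocked Vif-driven A3G degradation.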
GRP78 ERSR act = inducers of ER stress response in human glioma cells; Potency, µM, without a hit: at the top dose activation, actives largely listed as activators; U87-MG GRP78 promoter luciferase reporter, 16 h; hit rate 0.02% among 420,000; AID 602332; note: potency is the fitted concentration of half-maximal effect; series mostly up to about 76 µM; % of control where 0% means no effect; nearly all actives have a fitted effect of over 35% in size
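Stably transfected U87-MG human glioma cells carrying a GRP78-based luminescent sensor were seeded at 1000 cells/well, pin-dosed with compounds and incubated 16 h. Luciferase reagent was then added, and end-point luminescence was read after 10 min at room temperature.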
USP1-UAF1 inh = inhibitors of human USP1/UAF1 deubiquitinase; recombinant USP1/UAF1, Ub-Rhodamine cleavage fluorescence; Potency, µM (top dose mostly 57.1 µM), without a hit: at the top dose activity change, negative = inhibition, most hits filed as inhibitors; hit rate 0.23% among 390,000; note: potency is the fitted concentration of half-maximal effect; % is set by controls: 0 for no effect and ±100 for the full control effect; nearly all actives have a fitted effect of over 60% in size; inactives centre near -12
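USP1/UAF1 complex (1 nM) preincubated 15 min at room temperature with compound, then Ub-Rho substrate (150 nM final) added. Kinetic fluorescence at 480/540 nm over 6 reads at 60 s intervals; 50 mM HEPES pH 7.8, 0.5 mM EDTA, 0.1 mg/ml BSA, 1 mM TCEP, 0.01% Tween-20.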
Vif-A3F inh = blocks the Vif interaction with APOBEC3F; hit rate 0.2% among 390,000; HeLa A3F-eYFP + Vif (tagged APOBEC3F with the HIV-1 protein that degrades it), YFP fluorescence increase; Potency, µM (highest dose often 46.1 µM), inactives show at the highest dose activity, negative = active; note: potency is the fitted concentration of half-maximal effect; % of control where 0% means no effect; nearly all actives have a fitted effect of over 65% in size
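HeLa cells stably expressing A3F-eYFP plus Vif, plated and incubated overnight at 37 deg C, then exposed to compounds overnight at 37 deg C. Blocked degradation read as raised yellow fluorescence (Ex 488/Em 500-530).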
LDHA inh = inhibitors of human lactate dehydrogenase A; purified LDHA, NADH/diaphorase-resazurin fluorescence; active compounds read low; P00338; hit rate 0.15% among 480,000; AID 1347041; activity change, % (values are at about 110 or 230 µM); in the data active = activity change below about -30%; inconclusive = mostly about -25% to -30%;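 note: plate controls were DMSO wells for no effect and wells without enzyme for full effect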
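Human LDH5 at 2 nM final in Tris HCl pH 7.4 with 0.06 mM NADH and 0.2 mM pyruvate, reacted 5 minutes at room temperature. Remaining NADH coupled via diaphorase/resazurin; resorufin fluorescence read at 0 and 20 minutes, normalized to enzyme-free and DMSO wells.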
TrxR1 substrate = is turned over as a substrate by rat TrxR1; O89049; AID 588456; purified TrxR1 substrate turnover, NADPH consumption readout; Potency, µM (titrated, usually from 114 µM), without a hit: at the highest dose activity change, negative = substrate turnover; hit rate 0.01% among 390,000; note: potency is the fitted concentration of half-maximal effect; % is set by controls: 0 for no effect and ±100 for the full control effect; nearly all actives have a fitted effect of over 50% in size
Target sequence (O89049 whole entry, looked up): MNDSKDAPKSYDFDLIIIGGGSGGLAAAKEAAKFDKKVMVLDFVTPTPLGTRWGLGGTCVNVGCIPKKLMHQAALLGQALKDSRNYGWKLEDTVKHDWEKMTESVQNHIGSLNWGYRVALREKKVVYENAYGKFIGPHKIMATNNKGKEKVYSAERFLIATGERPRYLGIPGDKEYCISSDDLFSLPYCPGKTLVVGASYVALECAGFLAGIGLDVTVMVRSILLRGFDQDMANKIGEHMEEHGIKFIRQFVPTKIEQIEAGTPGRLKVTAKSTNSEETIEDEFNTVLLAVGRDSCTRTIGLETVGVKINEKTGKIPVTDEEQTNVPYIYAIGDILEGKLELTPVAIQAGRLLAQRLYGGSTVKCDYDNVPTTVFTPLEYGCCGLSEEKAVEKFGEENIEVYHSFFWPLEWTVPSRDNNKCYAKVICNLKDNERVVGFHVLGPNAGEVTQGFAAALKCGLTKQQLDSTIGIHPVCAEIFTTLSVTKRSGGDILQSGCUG
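Rat TrxR1, dispensed at 90 nM, was prereduced with 400 uM NADPH (final) for 5 min at ~22 deg C, then incubated with compound 15 min before 400 uM selenite. A first-read NADPH fluorescence drop versus no-compound background flagged substrates.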
Active calls of the source: *; u = inconclusive; x = not tested or not shown; [ ] = another dose, or the depositor's remark. Unless noted, calls come from the whole dose curve; as a rule, active = well fitted curve in the direction sought with a large enough effect; inconclusive = small, poorly fitted or top-dose-only effect, or another doubt; inactive = no such curve, though single readings can be large; an effect the other way counts as inactive or inconclusive. Not all compounds are listed; the hit share may differ from the screen's.

Below each compound – PI4K2A inh	RXFP1 agonist	IDH1 R132H inh	Vif-A3G inh	GRP78 ERSR act	USP1-UAF1 inh	Vif-A3F inh	LDHA inh	TrxR1 substrate
- CC(C)N(C(=O)COC(=O)c1ccccc1C(=O)c1ccc(Cl)c([N+](=O)[O-])c1)C(C)C
  u	0.1%	3%	-7%	-14%	-5%	-3%	3	6%[57.1 µM]
- NC(=O)C1CCN(C(=O)C2CCC(=O)N(C3CCCCCC3)C2)CC1 (stereo not drawn)
  -7	0.7%	5%	-1%	-3%	-19%	2%	-4	-4%
- Cc1nn(-c2ccccc2)c(C)c1C(=O)OCC(=O)NC(=O)NC1CCCCC1
  -6	0.7%	-1%	1%	-6%	-19%	-1%	3	11%[57.1 µM]
- CC(=O)C1=C(O)C(=O)N(CCc2c[nH]c3ccccc23)C1c1ccc(C)cc1 (stereo not drawn)
  0	9.8%	-3%	1%	-4%	-20%	-5%	-1	-6%
- CN(C)CCNc1c2c(nc3nnnn13)CCCC2
  2	3.2%	0%	1%	-2%	-14%	12%	0	3%
- CNC(=S)NNC(=O)c1sccc1OCc1ccc(C)cc1
  -3	-0.7%	1%	-2%	0%	-14%	0%	1	-2%
- COc1ccc([C@H]2CC(=O)C=C(C#CC(C)(C)C)C2)cc1
  0	0.2%	0%	-6%	2%	-26%	-5%	-15	-6%
- CCOc1ccc(NC(=O)CN(C)C(=O)c2cccc(S(=O)(=O)N3CCN(C)CC3)c2)cc1OCC
  -2	x	-8%	2%	-4%	-12%	-5%	-6	-5%
- NC(=O)c1ccc(Sc2nnc(-c3cccs3)n2CC2CCCO2)c([N+](=O)[O-])c1 (stereo not drawn)
  -3	1.6%	1%	0%	0%	-7%	-11%	2	-6%
- Cc1c(NC(=O)c2ccc(N3CCCC3)c([N+](=O)[O-])c2)cccc1-c1nc2ccccc2s1
  0	0.2%	8%	2%	-2%	-4%	-2%	2	-4%

Only Vif-A3G inh, for two of the compounds above:
Compound | Vif-A3G inh
COc1ccc([C@H]2CC(=O)C=C(C#CC(C)(C)C)C2)cc1 | -6%
CCOc1ccc(NC(=O)CN(C)C(=O)c2cccc(S(=O)(=O)N3CCN(C)CC3)c2)cc1OCC | 2%

Next compounds follow.
Below each compound – PI4K2A inh	RXFP1 agonist	IDH1 R132H inh	Vif-A3G inh	GRP78 ERSR act	USP1-UAF1 inh	Vif-A3F inh	LDHA inh	TrxR1 substrate
- CCC(NC(=O)c1ccc(C#CC2(O)CCCCC2)cc1)C(=O)O (stereo not drawn)
  -6	-2.9%	5%	2%	1%	3%	6%	-8	5%
- CCc1nnc(SCc2ccc(C(=O)OC)o2)n1N
  -12	2.0%	5%	0%	-3%	5%	-8%	0	-5%
- CCOc1cc(C(=S)N2CCOCC2)ccc1O
  0	1.4%	0%	0%	-1%	-26%	0%	-6	-8%
- O=C(CSC(=S)N1CCCC1)c1cc(Br)cc(Br)c1O
  -2	2.5%	4%	-8%	9%	u	u	10	7%
- Cc1ccc2ncccc2c1NS(=O)(=O)c1ccccc1
  7	2.6%	2%	0%	1%	-11%	-6%	-21	7%[57.1 µM]
- COc1ccc([C@H]2C[C@@H](n3cc(COC(=O)c4ccccc4)nn3)[C@H](O)CN2CC2CCCCC2)cc1
  2	x	-3%	-1%	-4%	-8%	-23%	-3	x
- CC(=O)c1c(C)[nH]c(C(=O)OCC(=O)Nc2c(C)cccc2C)c1C
  -5	-0.6%	-3%	1%	1%	-12%	-1%	-13	-5%
- CCC(=O)N1CCc2cc(Br)cc(S(=O)(=O)NCCCN(CC)Cc3ccccc3)c21
  -2	1.5%	-22%	-2%	4%	-4%	4%	-8	-2%
- S=C(Nc1ccccc1)N1CCCCCCC1
  -2	0.7%	1%	-1%	-1%	-27%	-10%	-4	10%[57.1 µM]
- COc1ccc(OC)c(Nc2nc(NCc3ccco3)nc(N)c2[N+](=O)[O-])c1
  -5	-0.6%	10%	-9%	-2%	0%	-5%	0	6%[57.1 µM]
- Cn1c(=O)c2c(ncn2CCN(CCO)Cc2ccccc2)n(C)c1=O
  -1	-0.1%	-2%	1%	-5%	-3%	1%	-3	-2%
- COc1cccc(OC)c1C(=O)Nc1nnc(C)s1
  -3	1.8%	13%	-5%	-2%	-10%	-1%	-5	8%
- CCc1ccc(NC(=O)[C@H](C)NC(=O)C2CCN(C(=O)[C@@H](NC(=O)OC(C)(C)C)C(C)C)CC2)cc1
  -2	-2.2%	15%	2%	0%	-14%	8%	2	3%
- CCOC(=O)c1ccc(-c2n[nH]c(=O)c3ccccc23)cc1
  -6	0.3%	1%	1%	-1%	-17%	1%	1	1%
- COc1cc(C=O)ccc1OC(=O)Nc1ccccc1
  1	x	5%	0%	-2%	-9%	4%	0	-11%[57.1 µM]
- CCN(C(=O)c1ccco1)c1nc(CC(=O)Nc2ccc(Cl)cc2)cs1
  -7	0.1%	4%	-2%	-1%	-13%	-1%	-2	6%
- Cc1n[nH]c(C)c1S(=O)(=O)N1CCN(c2ccccn2)CC1
  10	1.8%	3%	-4%	-7%	-13%	-3%	-3	15%[57.1 µM]
- COc1cccc(C2C(C#N)=C(N)N(N(C)C)C3=C2C(=O)CC(C)(C)C3)c1OC (stereo not drawn)
  -4	1.9%	0%	0%	-2%	-24%	4%	-2	-4%
- O=C(CC12CC3CC(CC(Br)(C3)C1)C2)NC1CCCC1
  0	2.8%	5%	0%	-3%	-3%	10%	-3	-1%
- CCN(Cc1ccccc1)c1cc2c(c3c1ccn3C)C1CCC2C1 (stereo not drawn)
  2	x	x	0%	u	x	x	5	x

Three of the compounds above, field by field.
smiles: CCOc1ccc(NC(=O)CN(C)C(=O)c2cccc(S(=O)(=O)N3CCN(C)CC3)c2)cc1OCC
  PI4K2A inh = -2; RXFP1 agonist = x; IDH1 R132H inh = -8%; Vif-A3G inh = 2%; GRP78 ERSR act = -4%; USP1-UAF1 inh = -12%; Vif-A3F inh = -5%; LDHA inh = -6; TrxR1 substrate = -5%
smiles: NC(=O)c1ccc(Sc2nnc(-c3cccs3)n2CC2CCCO2)c([N+](=O)[O-])c1 (stereo not drawn)
  PI4K2A inh = -3; RXFP1 agonist = 1.6%; IDH1 R132H inh = 1%; Vif-A3G inh = 0%; GRP78 ERSR act = 0%; USP1-UAF1 inh = -7%; Vif-A3F inh = -11%; LDHA inh = 2; TrxR1 substrate = -6%
smiles: Cc1c(NC(=O)c2ccc(N3CCCC3)c([N+](=O)[O-])c2)cccc1-c1nc2ccccc2s1
  PI4K2A inh = 0; RXFP1 agonist = 0.2%; IDH1 R132H inh = 8%; Vif-A3G inh = 2%; GRP78 ERSR act = -2%; USP1-UAF1 inh = -4%; Vif-A3F inh = -2%; LDHA inh = 2; TrxR1 substrate = -4%

The list continues:
Below each compound – PI4K2A inh	RXFP1 agonist	IDH1 R132H inh	Vif-A3G inh	GRP78 ERSR act	USP1-UAF1 inh	Vif-A3F inh	LDHA inh	TrxR1 substrate
- CCC(C)NCCOc1cc(C)cc(C)c1C (stereo not drawn)
  2	0.5%	4%	7%	-4%	-26%	-9%	u	3%[57.1 µM]
- COc1ccccc1N(CC(=O)Nc1cc(S(=O)(=O)N(C)C)ccc1C)S(=O)(=O)c1cccs1
  -1	x	8%	3%	-3%	-19%	5%	-3	4%
- O=C(Cc1cccs1)Nc1nnc(SCC(=O)NC2CCCCC2)s1
  2	3.2%	0%	-8%	-2%	-7%	-3%	-8	8%[57.1 µM]
- Cc1cccc(COCC(CC(C)C)N2CCN(C(=O)c3ccc(C(C)(C)C)cc3)CCC2=O)c1 (stereo not drawn)
  -5	0.8%	-5%	-16%	-4%	-27%	2%	4	-5%[57.1 µM]
- CCOC(=O)c1ccc(N2C(=O)c3n[nH]c(C)c3C2c2ccccn2)cc1 (stereo not drawn)
  1	1.2%	-6%	-4%	0%	-1%	1%	-7	-3%
- COc1ccccc1NC(=O)c1ccc(SCC(=O)NCc2ccccc2Cl)c([N+](=O)[O-])c1
  -4	-0.9%	1%	3%	-6%	-17%	-2%	-5	-2%
- Cc1c(C(=O)c2ccc(Cl)c([N+](=O)[O-])c2)c2ccccn2c1CCC#N
  0	1.2%	7%	-12%	0%	-4%	-12%	4	-2%[57.1 µM]
- COc1cc(C(=O)Nc2cc(-c3ccccc3)[nH]n2)cc(OC)c1OC
  -2	0.2%	-1%	u	-4%	-9%	4%	-1	3%[57.1 µM]
- COc1ccc(OC)c(-n2c(-c3ccc(O)cc3O)n[nH]c2=S)c1
  -2	-0.6%	8%	1%	-2%	-4%	6%	18	-5%
- CN1/C(=C\C(=O)c2cccnc2)Sc2ccccc21
  -2	1.6%	12%	0%	0%	-5%	-10%	-7	-7%[57.1 µM]
- CCOC(=O)c1sc(NC(=O)c2ccc(S(=O)(=O)N3CCOCC3)cc2)cc1C
  -5	0.1%	6%	3%	-5%	2%	1%	-3	0%[57.1 µM]
- C=C(C)C1CC=C(CN2CCC(C(=O)OCC)CC2)CC1 (stereo not drawn)
  4	0.9%	3%	-3%	-4%	8%	-5%	-12	-5%

Screens (PubChem BioAssay)
